Screening data (PubChem BioAssay)
pPAFAH FP inh: inhibitors of human plasma PAF acetylhydrolase (pPAFAH) | actives 1.5% (n = 330,000) | inhibition, % at 3.39 µM | AID 463082 | recombinant pPAFAH, FP-rhodamine probe fluorescence polarization | Q13093;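 active means inhibition above the mean inhibition across the screen plus 3 SD, cut at about 25% in these data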;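 further: inhibitors block binding of the rhodamine activity-based probe so polarization drops; 0% = enzyme with DMSO and 100% = wells lacking pPAFAH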
Target sequence (Q13093 whole entry, looked up): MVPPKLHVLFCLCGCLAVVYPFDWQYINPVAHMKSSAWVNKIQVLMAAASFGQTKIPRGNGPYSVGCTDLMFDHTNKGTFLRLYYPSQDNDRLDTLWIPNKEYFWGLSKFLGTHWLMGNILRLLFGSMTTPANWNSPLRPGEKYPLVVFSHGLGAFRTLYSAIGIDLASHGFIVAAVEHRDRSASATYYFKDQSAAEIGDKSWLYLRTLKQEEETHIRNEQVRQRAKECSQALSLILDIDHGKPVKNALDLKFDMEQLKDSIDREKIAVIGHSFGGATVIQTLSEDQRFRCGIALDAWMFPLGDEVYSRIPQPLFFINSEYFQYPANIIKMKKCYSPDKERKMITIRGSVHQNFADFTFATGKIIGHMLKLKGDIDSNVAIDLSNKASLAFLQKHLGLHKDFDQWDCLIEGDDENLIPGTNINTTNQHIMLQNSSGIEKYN
PME-1 inh: PME-1 (human) inhibition. recombinant PME-1, FP-Rh probe fluorescence polarization. inhibition, % at 5.9 µM. actives 0.53% (n = 320,000);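 active means inhibition above the campaign mean of all compounds plus 3 SD, cut at about 26% in these data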;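 further: competitive labeling of PME-1 active site by serine hydrolase directed probe; 0% = PME-1 with DMSO and 100% = wells lacking PME-1 enzyme; inhibitors block probe labeling so polarization falls and inhibition rises; many of its hits are not listed in these tables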
Target sequence (Q9Y570 whole entry, looked up): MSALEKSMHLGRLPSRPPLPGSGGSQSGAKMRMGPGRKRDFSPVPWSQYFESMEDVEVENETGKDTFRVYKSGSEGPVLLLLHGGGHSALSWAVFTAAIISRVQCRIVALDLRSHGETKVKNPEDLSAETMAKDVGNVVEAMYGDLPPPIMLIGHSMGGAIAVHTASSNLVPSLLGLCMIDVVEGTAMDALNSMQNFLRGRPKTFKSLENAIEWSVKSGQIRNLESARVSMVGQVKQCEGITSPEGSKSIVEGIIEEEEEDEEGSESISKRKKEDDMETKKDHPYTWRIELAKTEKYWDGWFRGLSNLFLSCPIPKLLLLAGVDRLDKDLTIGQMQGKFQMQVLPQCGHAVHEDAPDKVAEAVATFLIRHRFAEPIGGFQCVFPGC
PAFAH1B3 inh: blocks human PAF acetylhydrolase 1B catalytic subunit 3 | Q15102 | recombinant PAFAH1B3, FP-rhodamine probe, fluorescence polarization | inhibition, % at 3.39 µM | actives 0.28% (n = 340,000) | AID 492972;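 active means inhibition above the screen-wide average of all tested compounds plus 3 SD, cut at about 25% in these data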;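 further: 0% = enzyme with DMSO only and 100% = wells lacking PAFAH1B3 protein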
LYPLA2 counter: counter-screen for PME1 inhibitors: inhibitors of human LYPLA2. AID 2177. inhibition, % at 5.9 µM. O95372. recombinant LYPLA2, FP-Rh probe fluorescence polarization. actives 0.38% (n = 320,000);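 active means inhibition above the screen-wide mean plus 3 SD, limit set per campaign, cut at about 26% in these data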;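 further: 0% = LYPLA2 with DMSO and 100% = wells lacking LYPLA2 enzyme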
Target sequence (O95372 whole entry, looked up): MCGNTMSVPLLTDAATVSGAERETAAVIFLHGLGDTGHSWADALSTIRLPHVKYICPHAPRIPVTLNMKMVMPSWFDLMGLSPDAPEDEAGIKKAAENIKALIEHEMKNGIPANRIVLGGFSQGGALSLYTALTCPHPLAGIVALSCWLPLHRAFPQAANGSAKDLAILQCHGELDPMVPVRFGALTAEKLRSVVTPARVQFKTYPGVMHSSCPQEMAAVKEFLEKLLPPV
GSTO1 counter: GSTO1 inhibition, counter-screen for RBBP9 inhibitors; P78417; recombinant GSTO1, activity-based probe fluorescence polarization; inhibition, % at 5.96 µM; actives 1.1% (n = 300,000);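 active means inhibition above the campaign mean inhibition plus 3 SD, cut at about 35% in these data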;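 further: 0% = GSTO1-1 with DMSO and 100% = wells lacking GSTO1-1 enzyme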
PAFAH1B2 FP inh: inhibitors of human PAFAH1B2; inhibition, % at 3.39 µM; recombinant PAFAH1B2, FP-rhodamine activity probe, fluorescence polarization; AID 492953; actives 1.2% (n = 340,000); P68402;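 active means inhibition above the mean of all tested compounds plus 3 SD, cut at about 24% in these data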;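 further: 0% = enzyme with DMSO and 100% = wells lacking PAFAH1B2; many of its hits are not listed in these tables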
LYPLA1 inh: blocks human lysophospholipase 1, a PME1 counter-screen; O75608; recombinant LYPLA1, FP-Rh probe fluorescence polarization; inhibition, % at 5.9 µM; actives 0.16% (n = 320,000);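 active means inhibition above the mean of all tested compounds plus 3 SD, set per campaign, cut at about 14% in these data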;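 further: inhibitors block serine hydrolase probe labeling of LYPLA1 so polarization falls; 0% = enzyme with DMSO and 100% = wells lacking LYPLA1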
PAD4 FP inh: inhibitors of human PAD4 | AID 485272 | recombinant PAD4, RCA probe fluorescence polarization | inhibition, % at 6.36 µM | actives 0.41% (n = 330,000) | Q9UM07;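 active means percent inhibition above a cutoff equal to the mean of all tested compounds plus 3 SD, cut at about 15% in these data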;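 further: 0% = PAD4 with RCA probe and DMSO and 100% = probe without PAD4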
PAFAH2 inh: inhibitors of human PAFAH2; AID 492956; recombinant PAFAH2, FP-rhodamine activity probe, fluorescence polarization; actives 0.99% (n = 340,000); inhibition, % at 3.39 µM; Q99487;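 active means inhibition above the mean over all tested compounds plus 3 SD, cut at about 30% in these data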;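 further: inhibitors block probe labeling of enzyme so polarization drops; 0% = enzyme with DMSO and 100% = wells lacking PAFAH2 protein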
An asterisk follows results filed as active; . = no result given. This is a subset. The share of hits here may be higher or lower than overall.

smiles,PME-1 inh,PAFAH2 inh,LYPLA1 inh,PAFAH1B3 inh,PAD4 FP inh,LYPLA2 counter,GSTO1 counter,PAFAH1B2 FP inh,pPAFAH FP inh
Cc1c(/C(O)=C2\C(=O)C(=O)N(CCN(C)C)C2c2ccco2)cnn1-c1ccccc1 (stereo not given),-1,-5,1,-5,3,6,2,3,1
Cc1ccc(-c2[nH]c3ccccc3c2SCCN)cc1,2,-3,-1,3,-2,-2,-7,-1,-1
O=C(NCCc1cn2ccccc2n1)C1CCCCC1,2,-1,2,-1,-1,8,7,6,2
Cc1[nH]c2ccccc2c1N=Nc1cccc(C(=O)O)c1,21,7,2,8,-5,1,8,2,5
NC(=O)C1CCN(c2nc(-c3ccccc3C(F)(F)F)cs2)CC1,.,-27,.,7,3,.,.,0,3
COc1ccc(C2(NC(C)=O)CCN(Cc3cccnc3)CC2)cc1,3,2,-2,1,-6,1,1,4,-6
CCN(CC)CCNC(=O)c1ccc(NC(=O)c2c(C)nn(-c3ccc(F)cc3)c2Cl)cc1,-5,-12,-6,7,0,-2,6,8,0
CCC(c1nnc(SCC(=O)N2CC3(C)CC2CC(C)(C)C3)o1)N(C)C (stereo not given),-4,1,1,7,0,-2,3,1,-5
COc1ccc(/C=C/C(=O)c2ccc([N+](=O)[O-])o2)cc1OC,3,.,-1,.,-5,0,13,.,8
COc1cc2cc(C[C@H](C)O)oc(=O)c2cc1OC,1,6,2,8,-5,-2,.,4,2
O=C(CN1C(=O)c2cccc3cccc1c23)N1CCN(c2ccc(F)cc2)CC1,-5,0,0,2,-1,1,2,0,2
CCS(=O)(=O)NCCc1csc(C)n1,-2,6,-2,-8,3,-4,-2,0,3
CCCNC(=O)C1CC(c2cccc(F)c2)=NO1 (stereo not given),10,-3,4,-1,1,14,0,-3,5
CCCS(=O)(=O)N1CCC(Cc2ccc(OC)cc2)(C(=O)OCC)CC1,1,4,-1,-8,-2,6,3,6,0
NC(=S)N/N=C/c1ccc2c(c1)OCCO2,1,0,-2,-3,-4,1,3,0,3
Cn1c2ccccc2c2cc(C(=O)N3CCN(CCO)CC3)sc21,-2,5,0,7,3,9,6,3,3
CC(C(=O)N1CCC(C(N)=O)CC1)N(c1ccc(Oc2ccccc2)cc1)S(C)(=O)=O (stereo not given),3,-3,0,3,4,0,1,0,4
COc1ccccc1OCCCOc1c(Cl)cc(C)cc1Cl,0,3,3,5,-1,-3,2,1,7
CCc1ccc(NC(=O)CSc2nc3ccccc3c(=O)n2CCN2CCOCC2)cc1,-5,-1,-1,4,2,5,-5,6,5
CCN(CC)S(=O)(=O)c1ccc(NC(=O)c2ccc(NS(C)(=O)=O)cc2)cc1,3,-5,-2,8,0,-3,1,0,2
COC(=O)[C@@]1(Cc2ccc(F)cc2)[C@H]2c3cc(C(=O)N(C)C)n(CCc4ccccn4)c3C[C@H]2CN1C(=O)c1ccccc1,4,.,2,.,1,-5,-7,.,5
O=C(CCNc1n[nH]c(=O)[nH]c1=O)N/N=C/c1ccccc1Br,-2,0,-2,-1,2,-15,11,1,2
CCOC(=O)c1c(-c2ccc(F)cc2)csc1NC(=O)C1CCCO1 (stereo not given),-1,5,0,0,8,6,6,4,6
O=C1N(CN2CCC3(CC2)OCCO3)c2ccccc2C12OCCCO2,-3,-4,-4,1,-1,-4,6,-1,3
C/C(=N\NC(=O)c1ccc(Cl)cc1)c1cccc(NC(=O)C(C)C)c1,8,1,3,0,-2,-1,6,7,4
Cc1ccc(NC(=O)COC(=O)Cn2cnc3c2c(=O)n(C)c(=O)n3C)cc1Cl,-2,1,0,4,-5,0,2,1,3
COc1ccccc1/C=N/NC(=S)NCc1ccco1,2,2,-1,9,2,7,-5,5,0
Cc1ccc(NC(=S)NNC(=O)c2ccccc2O)c(C)c1,-2,17,1,7,0,0,5,7,5
C#CCOCCOCCOCCNc1nc(N2CCOCC2)nc(N2CCN(C(=O)[C@H](Cc3cc4ccccc4[nH]3)n3cc([C@@H](N)CC(C)C)nn3)CC2)n1,2,9,1,0,-6,-5,-5,4,0
O=[N+]([O-])c1ccc(N/N=C\c2cccnc2)nc1,-1,3,3,3,-3,2,2,-2,3
COC(=O)c1sccc1NC(=O)c1cccc(F)c1,-3,-3,1,0,3,-1,-1,4,1
CCn1c(SCC(=O)c2ccccc2)nnc1-c1ccoc1C,-3,-5,-1,6,-1,-2,12,3,-3
COc1ccc(C2=NN(c3nc(-c4ccc(CNC(C)=O)cc4)cs3)C(c3ccco3)C2)cc1 (stereo not given),-10,-3,-11,-10,-7,-10,1,1,25*
O=C(CO/N=C/c1ccccc1)Nc1c(F)c(F)c(F)c(F)c1F,-3,2,1,-1,-1,7,2,1,1
Cc1cccc(CS(=O)(=O)Cc2ccc(C(=O)NCCc3ccccc3)o2)c1,-4,6,-2,8,-2,-8,-1,4,29*
Oc1c(C(c2cccs2)N2CCN(c3ccccc3)CC2)sc2ncnn12 (stereo not given),0,7,0,-4,-2,6,2,5,2
CC(C)(O)c1cn(-c2nonc2N)nn1,1,-2,2,-2,-2,4,5,0,0
CCCCNC(=O)Cc1c(OC)ccc2cc(Br)ccc12,1,1,-1,-4,4,0,3,-1,-4
O=C(N/N=C/c1ccco1)c1ccccc1OCc1ccc(Br)cc1,-2,-3,-4,0,0,0,-4,0,5
O=C(Nc1ccccc1Cl)c1ccc(-c2ccccn2)s1,0,-5,0,5,-6,-4,2,2,-5
O=C(O)CC1(CC(=O)Nc2cc(F)ccc2Cl)CCCCC1,0,-1,-2,8,0,0,7,6,-7
Cc1cccc2nc(CSc3nc4ccc([N+](=O)[O-])cc4[nH]3)cn12,-6,1,3,-2,-1,-1,-2,3,2
CC(C)(C)n1nnnc1C(c1cccnc1)N1CCN(c2ccccc2F)CC1 (stereo not given),-2,3,2,-1,-8,-2,7,4,4
O=C(NNC(=O)c1cccs1)c1ccccc1,-3,-1,0,7,-8,-2,-3,6,0
Cc1cccc(C)c1-n1c(C)cc(/C=N/NC(=O)CSc2ncccn2)c1C,1,38*,0,1,-3,2,-3,3,12
Cc1cccc(OCc2nnc(SCC(=O)N3CC(=O)Nc4ccccc43)o2)c1,-1,7,-3,4,-3,4,2,2,4
Cc1ccc(S(=O)(=O)N(CC(=O)NCCSCc2ccco2)c2ccc(F)cc2)cc1,-2,.,-2,.,-4,-4,-3,.,-1
Cc1nc(-c2ccc(S(=O)(=O)Nc3cccc(Cl)c3)cc2)co1,4,-2,-1,8,-6,0,1,3,11
O=C(Nc1cccc(Cl)c1)c1nc[nH]c1C(=O)N1CCN(c2ccccc2)CC1,-2,-1,1,6,0,6,.,0,4
Cc1ccc(CN2CCSc3ccc(C(=O)NCCCN4CCN(C)CC4)cc32)cc1,0,-2,3,3,1,9,6,-3,5
O=C(O)CC(C(=O)N(c1ccccc1)c1ccccc1)N1CCOCC1 (stereo not given),-6,3,1,5,1,1,-4,6,8
Cc1nnc(SCCC(=O)Nc2ccc(F)cc2)s1,1,3,-2,5,-2,2,0,3,6
CC(=O)Nc1ccc(NC(=O)CSc2nnnn2-c2ccc3c(c2)OCCO3)cc1,-13,0,-7,4,-4,-4,2,-6,1
Cn1cc(CN2CCN(Cc3ccccc3)CC2)c(-c2cccc(Cl)c2)n1,-1,5,3,-2,3,0,-11,-2,7
O=C(COc1ncnc2c1cnn2-c1ccccc1)Nc1ccc(S(=O)(=O)N2CCCCC2)cc1,-4,-38,-22,-1,-3,-26,-5,-11,-4
CCN(CCCNC(=O)C1CCN(S(=O)(=O)N2CCOCC2)CC1)c1cccc(C)c1,-6,1,2,2,3,-4,0,0,-5

Further results follow:
smiles,PME-1 inh,PAFAH2 inh,LYPLA1 inh,PAFAH1B3 inh,PAD4 FP inh,LYPLA2 counter,GSTO1 counter,PAFAH1B2 FP inh,pPAFAH FP inh
O=C(CNC(=O)C1COc2ccccc2O1)N/N=C\c1cccc(O)c1 (stereo not given),0,1,0,8,-1,2,2,7,3
CCSc1nnc(NC(=O)C2CCN(S(=O)(=O)c3ccccc3C(F)(F)F)CC2)s1,4,1,-1,1,-3,-3,-5,4,4
Cc1nonc1-c1ccc2c(c1)OCO2,2,-1,1,6,-4,5,5,5,1
COc1ccc(C(=O)Nc2cccc(-c3ccc(N4CCOCC4)nn3)c2)cc1,-1,0,2,9,3,-1,0,-3,4
O=C(NCCC1CCCCN1S(=O)(=O)c1cccs1)C(=O)Nc1ccccc1F (stereo not given),0,1,3,5,0,5,10,-1,7
COc1ccc(C(CC(=O)NCc2ccco2)c2ccc(F)cc2)cc1 (stereo not given),0,6,-2,2,-7,8,-4,4,9
C#CCOCCOCCOCCNc1nc(N2CCOCC2)nc(N2CCN(C(=O)[C@H](CC(N)=O)n3cc(C(N)[C@@H](C)CC)nn3)CC2)n1 (stereo not given in full),.,-5,.,6,3,.,.,-2,-1
COc1cccc(N2CC(C(=O)Nc3nnc(SCC(=O)NCC4CCCO4)s3)CC2=O)c1 (stereo not given),3,3,2,1,3,3,5,6,1
CCNC(=O)NCCNC(=O)c1cc(OCC(F)(F)F)ccc1OCC(F)(F)F,-1,-1,1,-3,-6,2,0,3,3
CC(NC(=O)CCC(=O)Nc1ccccc1O)c1ccccc1 (stereo not given),-4,.,-1,.,2,1,5,.,-2
CC1CC(C)CN(C(=O)CCn2c(=O)oc3ccccc32)C1 (stereo not given),2,-9,6,10,8,2,6,4,-1
COc1cc2[nH]c3c(c2cc1OC)CCN1CCCC[C@@H]31,4,-2,-1,1,3,-3,14,2,-1
CC(C)c1ccc(NC(=O)C2C3C=CC4(O3)C2C(=O)N(CCN2CCOCC2)C4C(=O)NC2CCCCC2)cc1 (stereo not given),0,5,-1,-7,-3,-2,2,0,3
CCC(C)n1c(SCC(=O)NCCc2ccc(S(N)(=O)=O)cc2)nc2ccsc2c1=O (stereo not given),1,-1,3,3,2,7,6,3,1
O=C(COC(=O)c1ccc(Br)cc1)NCc1ccc(F)cc1,4,42*,-1,10,-6,0,-8,0,20
CCOCCCNC(=O)c1cn(CC)c2ccc(S(=O)(=O)N3CCCC3)cc2c1=O,-3,6,0,0,6,4,-3,1,6
O=C(O)C1CCCN1C(=O)c1cccs1 (stereo not given),-1,6,0,2,-3,-1,1,6,1
COc1ccc2c(c1)CCc1c(C(=O)NCCc3ccc(OC)c(OC)c3)noc1-2,3,-1,2,0,-2,7,6,3,3
COc1ccc([C@H]2C=C3CN(C(=O)OC(C)(C)C)S(=O)(=O)[C@H]3C[C@H]2OC(=O)c2ccc(C(F)(F)F)cc2)cc1,-5,6,-4,17,3,-4,-1,4,5
CCC(C)NC(=O)C1CC(=O)N(CCc2ccc(F)cc2)C1 (stereo not given),-9,-3,-2,4,-4,4,-2,-3,9
COc1ccc(CCNC(=O)CC(C)(C)CC2=NS(=O)(=O)c3ccccc3N2)cc1OC,2,-1,1,5,5,-5,-2,-4,3
CCc1nc2ccccc2c(=O)n1NC(=O)c1c(O)c2ccccc2[nH]c1=O,2,1,-2,13,-3,-14,6,8,-2
